# Source: PubChem BioAssay (several laboratories)
# E-sel TNF inh: TNF alpha driven E-selectin expression inhibition; HUVEC TNFa-induced E-selectin immunofluorescence, high content; inhibition, % at 2 µM; 120,000 compounds, 0.71% hits; AID 1246;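 active = inhibition above the batch mean plus 3 SD, and confirmed as a hit on visual image review, cut at about 43% in these data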;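 note: 0% = TNF-stimulated DMSO wells and 100% = unstimulated control wells; not every result past the cut was called active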
# Measles CPE: protection of cells from measles virus; protection (pct of control), % at 4 µM; Measles virus-infected cells, CPE protection, absorbance; 140,000 compounds, 1.5% hits; in the data active = protection mostly above about 24%, no sharp cut-off; inactive = mostly below about 26%; note: some compounds called inactive have numbers as strong as hits
# PTEN del growth: suppresses growth of cells with PTEN deletion | HCT116 PTEN-null viability, CellTiter-Glo, 60 h; active compounds read low | viability, % at 10 µM | 140,000 compounds, 1.2% hits | AID 827;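 active = viability at or below a set limit, 4 SD under the median of all tested compounds, cut at about 3.7% in these data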;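 note: PTEN knockout HCT116 line with beta catenin targeted HCT116 as companion control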
# HCT116 bCat-KO: beta-catenin-lacking colon tumor cell growth suppression. HCT116 beta-catenin knockout viability, CellTiter-Glo, 60 h; active compounds read low. viability, % at 10 µM. 140,000 compounds, 1.5% hits;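 active = viability at or under a set limit, the compound median less 4 SD, cut at about 6% in these data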;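 note: 0% = Hyamine 1622 control at 20 µM and 100% = untreated cell control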
# Phagocyt inh: blocks phagocytosis by macrophages; J774A.1 macrophage IgG-bead phagocytosis, imaging; inhibition, % at 5 µM; 110,000 compounds, 0.07% hits; AID 1029;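 active = inhibition above the mean of the plate negative controls plus 5 SD, cut at about 13% in these data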;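 note: phagocytic index as fraction of beads internalized from green versus red external bead signal; plate controls were DMSO negative control for no effect and cytochalasin-D positive control for full effect; some results beyond the cut were filed as inactive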
# GALR2 blocker: antagonists of human galanin receptor 2 (GALR2); 140,000 compounds, 0.39% hits; GALR2-expressing cells, antagonist mode; AID 828; inhibition, % at 4 µM; in the data active = inhibition above about 27%;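 note: cells stimulated with galanin 1-16 at roughly its EC80; 0% = agonist challenge control and 100% = basal control without agonist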
# Target sequence (O43603 whole entry, looked up): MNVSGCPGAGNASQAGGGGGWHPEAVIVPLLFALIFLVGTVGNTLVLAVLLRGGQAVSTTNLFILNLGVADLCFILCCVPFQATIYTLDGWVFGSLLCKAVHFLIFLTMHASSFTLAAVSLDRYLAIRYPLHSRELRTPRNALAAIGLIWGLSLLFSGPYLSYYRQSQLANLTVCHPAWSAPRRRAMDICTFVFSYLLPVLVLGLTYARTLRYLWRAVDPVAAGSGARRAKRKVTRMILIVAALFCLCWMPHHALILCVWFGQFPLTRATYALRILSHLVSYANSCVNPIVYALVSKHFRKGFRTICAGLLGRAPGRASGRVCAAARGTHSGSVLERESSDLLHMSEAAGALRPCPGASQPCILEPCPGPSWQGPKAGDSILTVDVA
# Yeast life ext: extends the lifespan of yeast. 130,000 compounds, 0.68% hits. S. cerevisiae growth with nicotinamide, OD615; deaD strain in restrictive glucose medium. AID 775. inhibition of the nicotinamide effect, % at 10 µM;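 active = inhibition above a set limit, placed 3 SD over the median of all compounds, cut at about 26% in these data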;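 note: 0% = nicotinamide-treated wells and 100% = cells grown without nicotinamide; some compounds called inactive have numbers as strong as hits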
#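 System: DeaD-strain S. cerevisiae / Buffer or medium: CSMM-D, restrictive glucose (dextrose) synthetic minimal medium / Probe or stimulus: nicotinamide, 1.5 mM, co-present with compound / Compound: one concentration, 10 µM, DMSO 0.25% / Incubation: 48 h compound exposure at 30 °C, humidified / Technique: optical density (absorbance) at 615 nm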
# Yeast growth inh: chemicals that inhibit yeast BB579 growth in restrictive medium (lifespan-shortening candidates). S. cerevisiae BB579 growth, OD615, 48 h. inhibition, % at 10 µM. 140,000 compounds, 0.51% hits. AID 804;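 active = inhibition above a set limit, 3 SD over the mean compound inhibition, cut at about 44% in these data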; note: inactives centre near -24
#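 Detection: OD615 turbidity measurement; Material: Saccharomyces cerevisiae DeaD strain BB579, replicative lifespan model yeast; Timing: 48 h exposure, 30 °C; Doses: single 10 µM dose; Medium: CSMM-D restrictive synthetic medium containing dextrose (glucose); Controls: amphotericin B at 10 µg/mL as positive control.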
# MRP1 act: activators of MRP-1; H69AR cells + doxorubicin, viability rescue, CellTiter-Glo; viability increase, % at 10 µM; AID 799; 140,000 compounds, 0.61% hits;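 active = viability gain under doxorubicin at or above a set limit, the compound median plus 3 SD, cut at about 4.7% in these data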;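 note: MRP-1 overexpressing cells given doxorubicin 25 µM after compound pretreatment; 18-22 h compound pretreatment then 72 h with doxorubicin before readout; 0% = doxorubicin-only wells and 100% = vehicle-treated cells without doxorubicin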
# NPY Y2 blocker: blocks the human neuropeptide Y Y2 receptor. NPY-Y2 expressing cells, antagonist mode. P49146. 140,000 compounds, 0.99% hits. inhibition, % at 2.7 µM; in the data active = inhibition above about 17%;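 note: 0% = vehicle with agonist challenge and 100% = reference antagonist with challenge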
# Target sequence (P49146 whole entry, looked up): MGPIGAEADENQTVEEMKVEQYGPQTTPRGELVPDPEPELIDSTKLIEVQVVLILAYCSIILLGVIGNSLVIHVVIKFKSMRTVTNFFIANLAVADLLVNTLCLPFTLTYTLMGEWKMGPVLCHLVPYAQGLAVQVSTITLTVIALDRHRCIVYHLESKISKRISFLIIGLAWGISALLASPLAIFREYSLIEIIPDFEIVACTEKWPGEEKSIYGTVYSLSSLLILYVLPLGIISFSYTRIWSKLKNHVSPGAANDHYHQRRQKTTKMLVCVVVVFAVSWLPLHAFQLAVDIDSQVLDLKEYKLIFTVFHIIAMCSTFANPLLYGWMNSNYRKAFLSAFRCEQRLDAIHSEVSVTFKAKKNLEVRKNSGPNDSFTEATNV
# * hit, by the source's call; / = no result given. Compounds were not picked by outcome. About 6.1% of those tested had a hit in this group.
SMILES,E-sel TNF inh,Measles CPE,PTEN del growth,HCT116 bCat-KO,Phagocyt inh,GALR2 blocker,Yeast life ext,Yeast growth inh,MRP1 act,NPY Y2 blocker
COc1ccc(C2/C(=C(\O)c3cc(C)ccc3C)C(=O)C(=O)N2CCN(C)C)cc1OC (stereo not given),5,6,96,94,0,-12,-8,-2,1.0,0
C=CCn1c(SC)nnc1-c1cccc([N+](=O)[O-])c1,/,19,105,99,-2,4,4,-20,-0.9,0
CN(CCCNC(=O)CN1C(=O)CC(C)(C)S(=O)(=O)c2ccccc21)C1CCCCC1,1,17,92,99,0,4,-8,-49,-0.2,2
COc1ccc(/C(C)=N/N=C2/NC(=O)CC(C(=O)O)S2)cc1 (stereo not given),/,11,84,85,-10,3,-4,-16,0.2,1
CCCOc1ccc(/C=C/C(=O)Nc2ccc([N+](=O)[O-])cc2)cc1,37,51*,13,11,-3,3,-3,-34,-1.2,-1
Cc1csc2nc(CNC(=O)c3ccco3)cn12,-15,0,98,97,-1,-7,-7,-27,-2.8,-1
O=C(Cn1ncc2c(=O)oc3ccccc3c21)N(Cc1ccco1)C1CCCCC1,-2,18,99,103,/,6,5,-40,-2.3,5
CC(=O)Nc1sc(C)c(C)c1C(=O)OC(C)C,-5,3,101,92,1,1,4,-9,0.1,3
Cc1cc(C(=O)NCCCN2CC(C)CC(C)C2)n(-c2ccccc2)n1 (stereo not given),/,4,95,84,0,1,-5,18,-0.4,1
O=S(=O)(NCC1OCCc2ccccc21)c1ccccc1 (stereo not given),10,2,89,83,-2,10,-12,-11,-2.0,-1
CC(=O)NC(Cc1ccccc1)C(=O)OCC(=O)c1ccc(F)cc1 (stereo not given),-18,4,93,89,1,-5,0,-22,0.3,-1
COC(=O)CSc1nnc(-c2ccc(NS(=O)(=O)c3ccccc3)cc2)o1,3,8,98,103,-1,10,-1,-67,-0.7,-2
COc1ccc(C(=O)Cn2c(C(=O)/C=C/c3ccccc3)nc3ccccc32)cc1,6,2,3.7*,2.4*,/,9,17,-67,-2.9,3
CSc1nnc(CNC(=O)c2ccccc2)n1-c1ccc(F)cc1,-5,7,99,97,-2,1,-5,27,-0.3,5
CCc1ccccc1Nc1nc(N)nc(CSCC(=O)Nc2ccc(C)c(C)c2)n1,-30,3,84,81,-7,9,-3,-9,-3.9,4
COc1cccc(C2CC(c3cccc(OC)c3)n3nc(N)nc3N2)c1 (stereo not given),-10,21,110,100,-1,6,-7,-25,-1.4,6
COc1ccc(C(=O)NCCn2cc(SCC(=O)Nc3cc(C)on3)c3ccccc32)cc1OC,20,5,90,90,/,12,-7,-29,-1.7,0
Cc1ccc(-c2sc(-c3ccccc3)nc2CC(=O)Nc2ccccc2F)cc1,1,8,52,61,/,11,0,-23,-0.9,0
O=C(Cc1ncc(C(F)(F)F)cc1Cl)N1CCN(c2ccccn2)CC1,11,14,87,100,/,4,-3,-9,-2.7,1
O=C(c1ccc(CSCc2ccccc2F)o1)N1CCN(c2ccc(N3CCOCC3)nn2)CC1,-6,8,72,73,-1,5,-4,20,-3.0,2
COc1cc([C@@H]2[C@H]3CNCC=C3C(C#N)=C(N)C2(C#N)C#N)ccc1OC(C)C,6,-1,55,52,-1,-10,-8,-20,-1.0,2
CCN(CC)S(=O)(=O)c1ccc(N2CCCC2)c(NS(=O)(=O)c2ccc([N+](=O)[O-])cc2)c1,16,4,93,80,-10,-10,7,-1,-2.2,1
CNC(=O)CN(c1cccc2ccccc12)S(C)(=O)=O,15,8,95,100,-1,-7,-3,-19,0.7,-1
C[C@]12C[C@H](O)[C@H]3[C@@H](CCC4=CC(=O)CC[C@@]43C)[C@@H]1CC[C@@H]2C(=O)CO,/,38,90,93,/,3,9,-53,-1.1,-1
CCOC(=O)N1CCN(c2nc(C(F)(F)F)nc3c(C)cc(C)cc23)CC1,-4,18,71,70,0,-4,5,-34,1.1,6
CCOc1ccc2nnc(-c3ccc(Br)cc3)n2n1,0,2,78,79,/,-5,/,-5,-3.9,0
CC1CCc2c(sc(NS(=O)(=O)c3ccccc3)c2C(=O)OC(C)C)C1 (stereo not given),11,5,84,81,/,-3,/,-27,-4.5,4
CN(C)CCCN1CC(C(=O)O)CC1=O (stereo not given),15,12,96,96,/,3,-3,-15,-1.9,0
COc1cc(S(=O)(=O)N(Cc2cccs2)CC2CCCO2)ccc1-n1cnnn1 (stereo not given),8,0,103,92,0,-5,-4,-19,-3.2,3
CC(=O)Nc1ccc(NC(=O)C(C)n2nc([N+](=O)[O-])c(Br)c2C)cc1 (stereo not given),-30,5,91,89,3,10,-10,-33,-2.6,-1

# Grouped by structure: the entries above containing a CF3 group.
SMILES,E-sel TNF inh,Measles CPE,PTEN del growth,HCT116 bCat-KO,Phagocyt inh,GALR2 blocker,Yeast life ext,Yeast growth inh,MRP1 act,NPY Y2 blocker
O=C(Cc1ncc(C(F)(F)F)cc1Cl)N1CCN(c2ccccn2)CC1,11,14,87,100,/,4,-3,-9,-2.7,1
CCOC(=O)N1CCN(c2nc(C(F)(F)F)nc3c(C)cc(C)cc23)CC1,-4,18,71,70,0,-4,5,-34,1.1,6

# Next section:
SMILES,E-sel TNF inh,Measles CPE,PTEN del growth,HCT116 bCat-KO,Phagocyt inh,GALR2 blocker,Yeast life ext,Yeast growth inh,MRP1 act,NPY Y2 blocker
CCOC(=O)c1cc(OC(=O)c2cccnc2)n(-c2ccccc2)n1,-5,7,84,96,4,0,1,14,0.8,0
COc1ccc(S(=O)(=O)NCCSc2ccc(Cl)cc2)cc1OC,11,4,93,84,/,-12,/,-9,-2.1,5
Oc1ccccc1Nc1nc(NCC2CCCO2)c2ccccc2n1 (stereo not given),65*,4,47,47,1,17,-8,-51,-0.7,7
C/C(=N\O)c1c(C)c2ccccc2n1C,-8,4,97,85,0,-2,-11,-61,0.2,1
C/C(=N\NC(=S)NCc1ccccc1)c1ccc(Cl)cc1,/,23,103,93,/,-8,2,-15,-2.6,7
Cc1cc(C)c(NC(=O)c2oc3ccccc3c2COc2ccccc2)c(C)c1,/,11,44,54,-11,-4,0,-10,-2.4,6
Cc1ccc(N2/C(=N/c3nc(C)cc(C)n3)NC(=O)CC2C(=O)O)cc1 (stereo not given),-54,5,97,91,-1,-10,-9,-1,-2.8,7
Cc1nn(-c2ccccc2)c(N2CCCC2)c1/C=N/NC(=O)c1cc(-c2ccccc2)nc2ccccc12,-28,14,56,77,3,-10,4,-28,-3.6,1
Cc1cc(C)nc(Sc2c(C)n[nH]c2C)n1,-16,10,95,82,0,-4,-19,-18,-2.3,-1
Cc1ccc(N2C(=O)CC(N3CCN(C4CCc5ccccc5C4)CC3)C2=O)cc1 (stereo not given),-25,/,95,99,-2,-13,-14,-53,-1.3,4
Cc1ccc(N2C(=O)C(O)(C(F)(F)F)C3=C2CC(C)(C)CC3=O)cc1C (stereo not given),-3,4,93,85,/,2,-19,-2,-4.4,0
Cc1nc(/N=C(\N)Nc2ccccc2)nc2ccccc12,/,6,62,62,/,20,-36,-52,-4.2,1
COc1ccccc1N1C(=O)C2ON(c3ccccc3)C(c3ccc(N(C)C)cc3)C2C1=O (stereo not given),37,18,94,99,-9,-5,9,-24,-2.1,2
COc1ccc(/C(C)=N/OC/C(O)=C(\C#N)c2nc3ccccc3[nH]2)c(OC)c1,-2,6,92,90,-6,0,1,-38,-4.0,5
COc1cc(C(=O)NC(=S)Nc2ccc([N+](=O)[O-])cc2C)cc(OC)c1OC,/,6,91,99,-4,50*,-4,-14,-2.1,1
CC(C)(C)n1nnnc1C(c1cccnc1)N(Cc1ccccc1)Cc1cccs1 (stereo not given),-20,1,50,55,4,3,-3,-89,-2.3,9
CCC(C)(C)n1nnnc1C(c1cc2cc(C)cc(C)c2[nH]c1=O)N1CCN(C(=O)c2ccco2)CC1 (stereo not given),-12,17,16,47,/,0,3,-33,-6.5,-1
COc1ccccc1-c1n[nH]c(=S)n1-c1ccccc1,-11,12,110,97,-2,11,-4,-3,-2.4,-1
CCn1c(/C=C/c2c(C)n(CC)c3ccccc23)nc2ccccc2c1=O,/,13,82,80,-9,-2,1,-30,-0.6,2
CCOC(=O)c1c(-c2ccc(C)cc2)csc1NC(=O)c1ccc(N2C(=O)CCC2=O)cc1,-18,12,81,78,-6,-7,5,-78,-2.0,1
Cn1c(=O)n(C)c2cc(C(=O)c3ccccc3)ccc21,/,5,83,85,-2,9,-18,-40,-1.5,2
O=C(CC(CC(=O)c1ccccc1)C(=O)O)c1ccccc1,13,4,99,101,-1,0,13,-17,1.7,15
Nc1c2c(nc3ccn(-c4ccccc4)c(=O)c13)CCCCC2,-8,15,85,96,0,1,-10,-12,4.9*,1
COc1ccc(S(=O)(=O)N2CCN(Cc3c[nH]c4ccccc34)CC2)cc1,-10,12,75,82,/,3,6,-23,-3.9,1
O=C(Nc1ncc(Cc2cc(Cl)ccc2Cl)s1)c1ccc([N+](=O)[O-])cc1,6,7,20,11,/,8,-9,-18,-2.1,-1
Cc1cs/c(=N\N=C\c2ccc(O)cc2)n1Cc1ccco1,3,4,77,86,-5,7,-6,-46,-0.8,-1
Cc1ccc(C(=O)CSc2ncnc3sc4c(c23)CCCC4)cc1,7,5,97,97,/,8,-23,-27,0.0,4
COC(=O)c1cc(NC(=O)Cc2ccccc2[N+](=O)[O-])cc(C(=O)OC)c1,-7,14,98,88,1,-4,-7,-51,-1.2,1
CCn1c(SCC(=O)Nc2ccc(OC)c(OC)c2)nnc1-c1cccs1,/,43,100,103,-1,8,-2,-35,-0.2,7
COc1ccccc1-c1c(C)nn2c(C)cc(C)nc12,-44,8,93,79,0,7,-12,-6,-0.2,1
CCSc1nc(CC)c2c(c1C#N)CCCC2,-6,5,102,86,-3,-1,-2,-20,-1.3,3
Cn1c(=O)[nH]c(=O)c2c1nc(N1CCCC1)n2CCCSc1nc2ccccc2o1,-25,4,77,82,1,10,-18,-4,-4.0,0
Cn1c(=O)oc2cc(S(=O)(=O)NCCN3CCN(c4ccccc4)CC3)ccc21,13,2,85,80,/,6,-4,-11,-2.8,1
COc1ccc(CCN2C(=O)c3[nH]nc(-c4ccccc4O)c3C2c2ccc(C)cc2)cc1OC (stereo not given),-7,16,26,41,-1,-2,-16,-47,-1.9,6
Cc1ccc(N2CCCn3c2cc(C)c(C#N)c3=O)cc1C,4,8,89,84,/,2,/,-10,-0.9,0
O=[n+]1cc(-c2ccccc2)n([O-])c2c1CCC2,-9,11,98,96,0,5,-1,-20,-1.9,2
CCOC(=O)c1nn(-c2ccccc2)c2nc(Nc3ccccc3)cc(=O)n12,-8,5,86,86,-2,2,-5,-25,0.6,-1
CC(=O)Nc1nonc1NC(C)=O,-14,8,103,100,-1,4,-2,5,-1.9,0
Cc1ccccc1C(OCCN(C)C)C1CCCCC1 (stereo not given),/,53*,96,78,-6,-10,0,31,-3.7,7
